C8 TRAIL sens – viability loss with TRAIL in NB7+C8 cells, primary screen, TRAIL sensitizer project, cell-based, ATPlite luminescence; inhibition (viability loss, TRAIL sensitization), % at 10 µM; 360,000 compounds, 1% hits; AID 624354, 2012;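 active = compounds causing at least 50% loss of cell viability in the single-dose screen, relative to plate controls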
KKLEB cytotox – cytotoxicity in KKLEB CF airway cells, primary screen, cytotoxicity control for CF NF-kB inhibitor project, cell-based, uHTS, fluorescence assay plates; activity change (cytotoxicity), % at 5 µM; KKLEB CF airway cells viability, ATPlite luminescence, overnight; active compounds read low; cells stimulated with P. aeruginosa culture filtrate; 360,000 compounds, 0.36% hits;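 active = corrected activity change at or below -50% at 5 µM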
Peg3 promoter – Peg3 promoter-driven luciferase inhibitors, primary screen, cell-based, HeLa, luciferase luminescence. HeLa PEG-Prom luciferase reporter, overnight. inhibition, % at 20 µM. 360,000 compounds, 1.7% hits. AID 588405, 2011;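 active = inhibition of at least 50% at 20 µM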
TROY signal inh – inhibitors of TROY-driven NF-kB signaling, primary screen, Q293 LMP1-TROYcd cells, NF-kB luciferase, uHTS | 360,000 compounds, 0.98% hits | inhibition, % at 10 µM | AID 1347056, 2019 | Q293 LMP1-TROYcd NF-kB luciferase reporter, 4 h;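 active = compounds whose plate-normalised and pattern-corrected inhibition of the luciferase reporter signal at the single screening dose is 50% or more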
HIF-2a block – HIF-2a reporter inhibitors, primary screen, luminescence, 786-0 RCC cells | 360,000 compounds, 0.72% hits | inhibition, % at 18.8 µM | 786-0 RCC cells HIF-2a reporter, luciferase luminescence, overnight | AID 624352, 2012;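 active = inhibition of the luminescence signal of 40% or more relative to plate controls, in a single-dose primary screen at 18.75 µM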
CF NFkB inh – inhibitors of PAF-induced NF-kB signaling, primary screen, cell-based, GFP fluorescence, uHTS; KKLEB NF-kB-GFP reporter, GFP fluorescence overnight; inhibition, % at 5 µM; 360,000 compounds, 0.86% hits;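 active = at least 50% inhibition at 5 µM, scaled per plate between neutral and stimulator controls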;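 also: PAF is a Pseudomonas aeruginosa culture filtrate used as stimulus; plate controls were PAF-stimulated DMSO wells for no effect and unstimulated DMSO wells for full effect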
TWEAK Fn14 block – inhibitors of TWEAK-Fn14 signaling, primary screen, luciferase reporter cells, uHTS | TWEAK-stimulated Fn14 reporter cells, luciferase luminescence, 8 h | inhibition, % at 10 µM | 360,000 compounds, 2% hits; in the data active = inhibition above about 50%
NR2E3 ag-1 – NR2E3 agonists in two-hybrid cells, primary screen, cell-based, luminescence, CHO-S, Gal4-NCOR/VP16-NR2E3. 360,000 compounds, 0.35% hits. luciferase. AID 602229, 2012. Photoreceptor-specific nuclear receptor (Homo sapiens), Q9Y5X4. inhibition of corepressor binding, % at 3.98 µM;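 active = inhibition above the mean of all tested compounds plus 3 SD, cut at about 70% in these data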;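 also: 0% = DMSO with NR2E3 transfected cells and 100% = cells lacking NR2E3 construct; higher means lower luciferase signal from less NR2E3 corepressor binding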
Target sequence (Q9Y5X4 whole entry, looked up, the tested form may be a part): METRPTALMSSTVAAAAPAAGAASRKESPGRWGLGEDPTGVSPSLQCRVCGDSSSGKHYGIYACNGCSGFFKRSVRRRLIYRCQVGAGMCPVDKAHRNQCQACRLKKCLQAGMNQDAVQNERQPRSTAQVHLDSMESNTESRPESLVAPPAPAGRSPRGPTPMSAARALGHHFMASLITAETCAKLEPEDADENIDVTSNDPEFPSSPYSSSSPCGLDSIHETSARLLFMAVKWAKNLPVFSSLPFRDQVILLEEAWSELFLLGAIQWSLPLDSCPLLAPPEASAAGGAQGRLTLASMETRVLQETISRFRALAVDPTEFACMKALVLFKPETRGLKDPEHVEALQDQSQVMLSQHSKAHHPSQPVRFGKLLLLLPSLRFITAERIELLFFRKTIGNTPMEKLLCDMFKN
TRPM1 prom inh – inhibitors of MITF-dependent TRPM1 promoter reporter, primary screen, cell-based, SK-MEL-5, single point, luciferase; SK-MEL-5 TRPM1 promoter luciferase, 24 h; inhibition, % at 12.5 µM; 330,000 compounds, 0.83% hits; AID 488899, 2010;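 active = mean inhibition across replicates of 60% or more, whatever share of single replicates reaches that level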; also: values of inactives mirror those of a sister screen read the other way
Shn3 3UTR inh – reduction of Shn3 3'UTR firefly luciferase signal, primary screen, Schnurri-3 inhibitor project, cell-based, Clone20 osteoblasts, set 2. 360,000 compounds, 0.52% hits. AID 588674, 2011. inhibition, % at 12.5 µM. Clone20 osteoblast Shn3 3'UTR firefly luciferase, 24 h;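 active = mean inhibition of at least 75% with every replicate also reaching 75%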;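 also: 0% = median of neutral control wells and 100% = pilot-screen positive control compound; some compounds past the cut are filed as inactive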
NR2E3 ag-2 – inhibitors of NR2E3-RetCOR corepressor binding, primary screen, NR2E3 agonist project, biochemical, TR-FRET, GST-NR2E3, biotin-RetCOR | Photoreceptor-specific nuclear receptor (Homo sapiens), Q9Y5X4 | 1536-well | inhibition of corepressor binding, % at 4.78 µM | 320,000 compounds, 0.12% hits | AID 2300, 2010;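 active = percent inhibition above the cutoff of mean plus 3 SD of all tested compounds, set per screening campaign, cut at about 20% in these data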;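 also: 0% = DMSO wells and 100% = biotin wells as full block of FRET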
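Test system: GST-NR2E3 and biotin-RetCOR proteins | Quantity: 1.35 nM GST-tagged NR2E3 final | Medium: Tris pH 7.5 | Also added: 7 nM biotin-RetCOR | Dosing: Compound at 4.8 µM, single dose | Timing: 5 h at 4 °C | Detection: Time-resolved FRET | Read-out basis: Percent inhibition | Benchmarks: Biotin wells as high control, 0.6% DMSO wells as low control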
Active calls of the source: *; . = not tested or not shown. This is a subset; rates above refer to the full screens.

SMILES	C8 TRAIL sens	KKLEB cytotox	Peg3 promoter	TROY signal inh	HIF-2a block	CF NFkB inh	TWEAK Fn14 block	NR2E3 ag-1	TRPM1 prom inh	Shn3 3UTR inh	NR2E3 ag-2
O=C(c1ccc2c(=O)n3c(nc2c1)CCCCC3)N1CCN(c2ccc([N+](=O)[O-])cc2)CC1	18	0	22	22	11	-4	-3	-24	16	8	-3
COc1ccc(-n2c(=O)cc(N3CCOCC3)[nH]c2=O)cc1	-7	-12	-4	-9	1	7	3	-6	-12	-1	-1
COc1ccc(NC(=O)CSc2nnc(Cc3cccn3C)n2-c2ccc(F)cc2)cc1OC	3	-4	-1	2	0	-12	11	1	.	-10	-1
O=C(O)C1C2CCC(C2)C1C(=O)Nc1cc(F)ccc1F (stereo not drawn)	10	5	8	-4	13	-2	10	-2	8	-19	3
CCN(CC)CC(=O)Nc1ccc(/C(C)=N/NC2=NCCN2)cc1	-3	-1	1	19	10	11	-29	10	-11	14	3
O=C(CC1C(=O)NCCN1Cc1c(F)cccc1Cl)NCCCN1CCCC1=O (stereo not drawn)	-9	-15	-3	-9	9	-15	-6	-15	-1	1	4
CC1=C(C(=O)OC2CCCCCCC2)C(c2cc3c(cc2Br)OCO3)CC(=O)N1 (stereo not drawn)	3	8	16	-4	12	1	31	14	-1	-9	-3
O=C(O)CSC(=S)N1CCCCC1	-6	0	11	-15	15	-22	6	-5	5	-11	5
CCc1ccc(/C=N/n2c(C)cc(C)c(C#N)c2=O)cc1	10	1	8	2	-82	-2	11	16	4	-3	-2
O=C(O)/C=C\C(=O)Nc1ccccc1N1CCN(c2ccccc2)CC1	-13	8	4	-26	6	6	-15	-8	-3	-1	2
Cc1cc(C)cc(OCC(=O)OCC(=O)NC2CCCCCCC2)c1	-11	8	2	-18	2	-6	0	-7	2	-10	-3
COCc1ccc(CN2CCCC(C(=O)Nc3ccc(-c4cccc(OC)c4)cc3)C2)o1 (stereo not drawn)	20	-18	-7	5	-45	16	18	-24	3	18	-4
CCOc1ccc(N2C(=O)NC(Cc3c[nH]c4ccccc34)C2=O)cc1 (stereo not drawn)	1	-3	2	-2	12	1	-2	-29	-2	1	-1
Cc1cccc(C)c1NC(=O)C1c2ccccc2OCC(=O)N1CC(F)(F)F (stereo not drawn)	-16	.	.	9	3	.	-8	-6	.	.	.
CSc1nc2ccc(NC(=O)c3ccc(F)c(F)c3)cc2s1	-4	10	-266	-21	-346	-10	-38	-110	-73	-29	-2
COc1ccc(/C(C)=N/OCC(=O)Nc2nc3ccccc3s2)cc1OC	4	2	-5	17	-4	13	-5	0	-12	8	1
COC(=O)CCCCCCCC(=O)Nc1nnc(C(F)(F)F)s1	2	4	-5	5	13	14	-6	2	14	-19	0
Cc1ccc2nc(CCc3nc4ccc(C)cc4o3)oc2c1	-53	-10	-44	-60	-50	22	-3	-19	0	0	1
CC(C)c1ccccc1NC(=S)NC(=O)C1CCCCC1	-7	6	6	13	6	8	5	10	10	-22	.
COc1ccc(OCc2cc(C(=O)N3CCC(c4ccccc4)CC3)no2)c(Cl)c1	24	14	-220	-30	-193	-22	-30	-94	-74	-78	1
CCc1ccc2nc(SCC(=O)Nc3nnc(C)s3)c(C)cc2c1	-3	-2	-2	-6	8	6	-9	15	12	-14	-1
CCCc1nn2c(=O)c(C(c3cccc(Cl)c3)c3c(O)nc4sc(CCC)nn4c3=O)c(O)nc2s1	-12	-6	5	5	20	-2	-3	-14	6	-10	-2
O=C(COC(=O)CN1C(=O)COc2ccccc21)NCc1ccc(F)cc1	10	9	4	5	-11	-8	-17	2	4	-5	-2
Cc1ccc(C(=O)Nc2ccccc2C(=O)O)cc1S(=O)(=O)NCc1ccccc1	-2	16	11	14	-4	-1	-6	-12	7	2	2
Cc1ccc(C(=O)CNc2ccc(C)c(Cl)c2)cc1	13	10	-113	-48	-111	-15	-13	-3	-35	-25	0
Remaining list, next part:
SMILES	C8 TRAIL sens	KKLEB cytotox	Peg3 promoter	TROY signal inh	HIF-2a block	CF NFkB inh	TWEAK Fn14 block	NR2E3 ag-1	TRPM1 prom inh	Shn3 3UTR inh	NR2E3 ag-2
O=C(NC1C2CC3CC(C2)CC1C3)c1ccc(N2CCNCC2)c([N+](=O)[O-])c1 (stereo not drawn)	-3	-14	17	8	14	3	0	-37	8	-3	-1
Cc1nc(SCC(=O)N2CCNC2=O)c(C#N)c(C)c1C	-6	6	-16	-2	-18	-3	-1	-18	.	5	.
Cc1cc(-c2nc(C)c(-c3nnc(SCC(=O)Nc4ccccc4)n3C)s2)no1	32	-11	10	-16	10	5	-18	-27	9	-36	6
Cc1cc(N)n(-c2ccc(S(=O)(=O)c3ccc(C(C)C)cc3)cc2)n1	-13	0	15	-2	18	6	4	-17	3	2	-1
O=C1N=C(N2CCN(Cc3ccccc3)CC2)S/C1=C/c1cccs1	8	-2	-64	-1	-84	8	-36	-17	-48	-13	-1
CN(C)CCNC(=O)C(=O)NCC1CCCN1S(=O)(=O)c1cccs1 (stereo not drawn)	3	4	3	14	-1	1	12	-14	5	1	-2
COCCCN(Cc1cccs1)S(=O)(=O)c1csc(C(N)=O)c1	6	4	8	-20	4	4	6	-4	-16	-4	4
CCOc1ccc(CNC(=O)CCC(=O)N2Cc3ccccc3Oc3ncccc32)cc1	-4	-2	7	0	-1	-15	-13	-6	-3	-19	-2
CC(C)=CCC/C(C)=C/CNC(=O)CC1C[C@H](C(=O)N(C(C)C)C(C)C)[C@@]2(C)c3[nH]c4ccccc4c3CCN2C1=O (stereo partly drawn)	8	-4	89*	-6	0	17	37	12	1	58	.
Cc1nc(=O)c(-c2ccccc2)c(C)n1-c1cccc(C(=O)O)c1	-4	12	-5	-27	10	4	-1	-35	3	5	3
CCN(CC)C(=O)OCc1c(-c2cccc(OC)c2)ncc2ccccc12	8	-14	16	6	-10	13	0	1	1	5	4
O=C(COC(=O)c1ccc(S(=O)(=O)NCc2ccco2)cc1)Nc1ccccc1	-11	8	2	14	8	-7	-35	-24	0	-9	.
COc1ccc(N(C)C(=O)Nc2ccc3c(c2)nnn3C)cc1	-10	-7	2	-4	-43	10	9	0	-10	-23	0
CCOc1ccc(S(=O)(=O)NCCCn2ccnc2)cc1NC(C)=O	-12	-10	7	2	14	6	3	1	-4	20	-2
Cc1ccc(-c2nc(C#N)c(NCC3CCCO3)o2)cc1 (stereo not drawn)	-14	-1	-222	-67	-236	-9	8	-71	-72	-58	2
CCN(CC)C(=O)C(C)N(C#N)c1nc(SC)nc(N(C)C)n1 (stereo not drawn)	-7	0	11	-27	8	-18	-32	13	-4	-6	0
CCC(CC)c1nnc(NC(=O)c2ccc3ccccc3n2)s1	18	8	-232	-25	-109	-24	-52	-151	-12	-66	1
C[N+]1(C)CC2=Cc3ccccc3CC2C1 (stereo not drawn)	0	7	-5	-6	12	19	21	18	2	4	-1
CN1CCN(c2ccc(S(=O)(=O)Nc3ccccc3)cc2[N+](=O)[O-])CC1	25	-15	13	5	18	11	10	4	0	53	2
COC(=O)c1cc(CSC(=N)N)ccc1OCCC(C)C	5	-5	2	17	-1	12	11	-32	9	0	1
COc1ccccc1/C=C/C(=O)N1CCN(S(=O)(=O)c2cc(C)ccc2C)CC1	7	7	21	12	10	-10	5	0	1	31	3
CC(=O)N1CCN(S(=O)(=O)c2ccc(S(=O)(=O)NCC(C)C)cc2)CC1	-1	-2	3	-2	0	10	-6	1	-1	14	-1
O=C(C(=O)N1CCc2ccccc2C1)c1cn(CC(=O)N2CCCCC2)c2ccccc12	1	1	26	-2	8	1	-11	-21	16	1	4

One compound at a time, from the list above. Screens in order: C8 TRAIL sens	KKLEB cytotox	Peg3 promoter	TROY signal inh	HIF-2a block	CF NFkB inh	TWEAK Fn14 block	NR2E3 ag-1	TRPM1 prom inh	Shn3 3UTR inh	NR2E3 ag-2
O=C1N=C(N2CCN(Cc3ccccc3)CC2)S/C1=C/c1cccs1 as listed: 8	-2	-64	-1	-84	8	-36	-17	-48	-13	-1
CN(C)CCNC(=O)C(=O)NCC1CCCN1S(=O)(=O)c1cccs1 (stereo not drawn) as listed: 3	4	3	14	-1	1	12	-14	5	1	-2

Grouped by structure: the compounds so far with an aryl methoxy group (eight)
SMILES	C8 TRAIL sens	KKLEB cytotox	Peg3 promoter	TROY signal inh	HIF-2a block	CF NFkB inh	TWEAK Fn14 block	NR2E3 ag-1	TRPM1 prom inh	Shn3 3UTR inh	NR2E3 ag-2
COc1ccc(-n2c(=O)cc(N3CCOCC3)[nH]c2=O)cc1	-7	-12	-4	-9	1	7	3	-6	-12	-1	-1
COc1ccc(NC(=O)CSc2nnc(Cc3cccn3C)n2-c2ccc(F)cc2)cc1OC	3	-4	-1	2	0	-12	11	1	.	-10	-1
COCc1ccc(CN2CCCC(C(=O)Nc3ccc(-c4cccc(OC)c4)cc3)C2)o1 (stereo not drawn)	20	-18	-7	5	-45	16	18	-24	3	18	-4
COc1ccc(/C(C)=N/OCC(=O)Nc2nc3ccccc3s2)cc1OC	4	2	-5	17	-4	13	-5	0	-12	8	1
COc1ccc(OCc2cc(C(=O)N3CCC(c4ccccc4)CC3)no2)c(Cl)c1	24	14	-220	-30	-193	-22	-30	-94	-74	-78	1
CCN(CC)C(=O)OCc1c(-c2cccc(OC)c2)ncc2ccccc12	8	-14	16	6	-10	13	0	1	1	5	4
COc1ccc(N(C)C(=O)Nc2ccc3c(c2)nnn3C)cc1	-10	-7	2	-4	-43	10	9	0	-10	-23	0
COc1ccccc1/C=C/C(=O)N1CCN(S(=O)(=O)c2cc(C)ccc2C)CC1	7	7	21	12	10	-10	5	0	1	31	3

Screening data as filed in PubChem BioAssay.
